M1 ag: human M1 muscarinic receptor agonists, primary screen, Fluo-8 calcium fluorescence, CHO-K1 cells, HTS. Muscarinic acetylcholine receptor M1 (Homo sapiens), P11229. CHO-K1 hM1, agonist mode; 0% DMSO, 100% acetylcholine EC100. activation, % at 3 µM. actives 0.33% (n = 360,000);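 active = activation above the run's mean compound activation plus 3 SD, cut at about 16% in these data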;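 note: peak over basal fluorescence ratio within a 140 s kinetic read after compound addition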
Target sequence (P11229 whole entry, looked up): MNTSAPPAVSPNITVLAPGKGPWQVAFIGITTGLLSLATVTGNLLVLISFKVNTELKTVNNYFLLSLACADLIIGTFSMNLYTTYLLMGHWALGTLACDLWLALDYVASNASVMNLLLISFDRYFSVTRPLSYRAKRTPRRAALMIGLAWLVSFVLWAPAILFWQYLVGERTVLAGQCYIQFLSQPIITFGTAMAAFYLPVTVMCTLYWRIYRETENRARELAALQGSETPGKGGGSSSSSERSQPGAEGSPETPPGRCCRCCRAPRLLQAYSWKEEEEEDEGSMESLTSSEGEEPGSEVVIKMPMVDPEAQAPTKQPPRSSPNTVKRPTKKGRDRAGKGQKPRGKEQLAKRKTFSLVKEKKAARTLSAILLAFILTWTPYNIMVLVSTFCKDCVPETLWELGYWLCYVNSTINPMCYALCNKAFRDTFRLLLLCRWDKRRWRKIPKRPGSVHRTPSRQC
CHO-K1 Ca ag: counter-screen for M1 agonists: effect in parental CHO-K1 cells; Fluo-8 calcium fluorescence; scaled to maximal ATP response, vehicle zero; activation, % at 3 µM; actives 0.48% (n = 360,000); in the data active = activation above about 15%;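 note: untransfected CHO-K1 host cells lacking M1 receptor as counterscreen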
M1 antag: human M1 muscarinic receptor antagonists, primary screen, CHO-K1 cells, Fluo-8 calcium fluorescence, 1536-well. Muscarinic acetylcholine receptor M1 (Homo sapiens), P11229. CHO-K1 hM1, ACh EC80 antagonist. inhibition, % at 3 µM. AID 588852, 2011. actives 1.3% (n = 360,000);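 active = percent inhibition above its own plate's cutoff, namely the mean of that plate's compound wells plus 3 SD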;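 note: peak over basal fluorescence ratio during 140 s after agonist addition; 0% = ACh EC80 plus DMSO and 100% = DMSO alone without agonist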
OXTR potentiator: human OXTR potentiators, primary screen, fluorescence, CHO-OTR cells, Fluo-8 calcium | Oxytocin receptor (Homo sapiens), P30559 | Fluo-8 calcium fluorescence, potentiator mode; 0% = oxytocin EC15, 100% = EC100 | activation, % at 3 µM | actives 0.061% (n = 320,000) | AID 2445, 2010;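 active = activation above that plate's cutoff, the mean activation of tested compounds plus 3 SD, cut at about 6.6% in these data, passing the limit was not always enough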;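 note: 100% uses oxytocin at 75 nM as the full agonist control; some results filed as inactive read as strong as hits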
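Dosing: Single dose, 3.0 µM nominal final compound concentration | Material: Human OTR in CHO cells | Technique: Kinetic Fluo-8 calcium fluorescence | Benchmarks: EC15 oxytocin alone as 0%, 75 nM oxytocin as 100% | Probe or stimulus: Oxytocin at about EC15, sub-maximal agonist stimulus | Incubation: Compound 6 min at room temperature before oxytocin, 100 s read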
CHO-K1 Ca antag: nonselective inhibitor or artifact in parental CHO-K1 cells | ATP-induced calcium, Fluo-8 fluorescence | inhibition, % at 3 µM | actives 0.6% (n = 360,000) | AID 602250;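 active = inhibition above a per-plate cutoff, the plate's mean sample inhibition plus 3 SD, cut at about 24% in these data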;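 note: 0% = DMSO plus EC80 ATP and 100% = DMSO alone without ATP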
M4 ag: human M4 muscarinic receptor agonists, primary screen, CHO-K1 cells, Fluo-8 calcium fluorescence; CHO-K1 hM4/Gqi5; vehicle 0%, full acetylcholine response 100%; actives 0.14% (n = 360,000); activation, % at 3 µM;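 active = activation above the run mean over all test wells plus 3 SD, cut at about 32% in these data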;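 note: peak over basal fluorescence ratio per well then scaled between controls; 0% = DMSO wells and 100% = acetylcholine at EC100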
Target sequence (P08173 whole entry, looked up): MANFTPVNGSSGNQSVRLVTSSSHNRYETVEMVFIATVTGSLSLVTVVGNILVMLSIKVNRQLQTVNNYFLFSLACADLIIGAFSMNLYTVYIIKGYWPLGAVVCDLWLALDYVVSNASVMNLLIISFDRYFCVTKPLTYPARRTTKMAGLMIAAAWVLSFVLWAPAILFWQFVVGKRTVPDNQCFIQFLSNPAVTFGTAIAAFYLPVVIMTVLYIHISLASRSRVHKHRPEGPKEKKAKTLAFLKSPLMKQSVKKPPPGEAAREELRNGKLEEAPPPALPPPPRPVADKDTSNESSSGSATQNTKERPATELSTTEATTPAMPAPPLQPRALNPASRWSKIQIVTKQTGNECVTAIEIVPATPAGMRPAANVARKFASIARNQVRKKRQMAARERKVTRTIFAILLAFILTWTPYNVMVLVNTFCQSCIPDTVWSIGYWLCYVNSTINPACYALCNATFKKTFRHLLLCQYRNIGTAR
CHO parental Ca: ATP-evoked calcium signal inhibitors, parental CHO, primary screen, counter-screen for OX1R antagonist project, cell-based, fluorescence, Fluo-8 calcium dye; inhibition, % at 5.6 µM; actives 0.63% (n = 330,000); AID 463079, 2010; parental CHO-K1, ATP-induced calcium, Fluo-8 fluorescence;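 active = inhibition above that plate's mean sample inhibition plus 3 SD, cut at about 26% in these data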;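 note: 0% = ATP-challenged DMSO wells and 100% = DMSO wells without ATP; some compounds past the cut are filed as inactive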
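material = parental CHO cells | also added = ATP as calcium-mobilizing challenge | dosing = single point at 5.6 µM | detection = intracellular calcium via Fluo-8 no-wash fluorescent dye | read-out = % inhibition | benchmarks = low control ATP plus DMSO, high control DMSO only | repeats = one well per compound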
CHRM4 antagonist: human M4 muscarinic receptor antagonists, primary screen, CHO cells, Fluo-8 calcium fluorescence; Muscarinic acetylcholine receptor M4 (Homo sapiens), P08173; CHO-hM4 cells, ACh EC80; inhibition, % at 3 µM; actives 0.73% (n = 360,000);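 active = inhibition above its plate's cutoff, the mean inhibition of sample wells plus 3 SD, cut at about 27% in these data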;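 note: 0% = acetylcholine EC80 with DMSO and 100% = DMSO without agonist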
M1 PAM: human M1 muscarinic receptor positive allosteric modulators, primary screen, CHO-K1 cells, Fluo-8 calcium fluorescence, 1536-well; Muscarinic acetylcholine receptor M1 (Homo sapiens), P11229; CHO-K1 hM1, ACh EC20; 0% = ACh EC20, 100% = maximal ACh; activation, % at 3 µM; actives 0.088% (n = 360,000); in the data active = activation above about 19%, passing the limit was not always enough
Numbers without * were called inactive; / = not tested or not shown; & = joins results of further samples.

SMILES	M1 ag	CHO-K1 Ca ag	M1 antag	OXTR potentiator	CHO-K1 Ca antag	M4 ag	CHO parental Ca	CHRM4 antagonist	M1 PAM
COc1ccc(S(=O)(=O)Nc2cccc3c2O[C@H](CN(C)C(=O)NC2CCCCC2)[C@@H](C)CN([C@H](C)CO)C3=O)cc1	-5	0.1	-6	5	-11	0	-27	-4	3
O=C1OCC(c2ccccc2)=C1c1ccccc1[N+](=O)[O-]	-6	0.5	-2	-15	-14	1	5	-9	4
Cc1ccc(Cc2cnc(N3C(=N)SC(C)C3=O)s2)cc1 (stereo not drawn)	-3	1.9	9	-10	9	1	9	6	-3
O=C(c1cncs1)N1CCCC(CNS(=O)(=O)c2cccs2)C1 (stereo not drawn)	-4	0.2	-13	-17	-16	0	0	-4	11
COc1ccc(C)cc1-n1nnnc1SCc1nc2ccccc2c(=O)[nH]1	16*	4.7	-6	-7	-9	3	4	2	11
COc1cc(C2CC(=O)Oc3cc(C)c(Br)c(C)c32)cc(OC)c1OC (stereo not drawn)	-3	0.3	-2	/	-23	0	-34	-6	2
CCC1Oc2ccc(C)cc2N(CC(=O)N(Cc2ccncc2)Cc2ccco2)C1=O (stereo not drawn)	-2	1.5	-6	-8	-4	4	-32	-3	1
CC(C)(C)NS(=O)(=O)c1ccc(CCC(=O)N2CCCC2)cc1	-10	-0.1	-1	-6	4	0	-15	8	6
Cc1ccc(NC(=O)c2sc(N)nc2C)cc1	-4	-0.1	2	-3	5	0	7	-3	2
O=[N+]([O-])c1cccc(-c2nc(-c3ccccc3)c(-c3cccs3)[nH]2)c1	-1	1.2	23	-6	5	2	-8	16	-6
CC(=O)Nc1ccc(S(=O)(=O)Nc2ccc(=O)n(Cc3ccc(Cl)c(Cl)c3)c2)cc1	-6	0.4	5	-4	-2	1	-9	-8	-1
CCOC(=O)C1(C)CCN1C(=O)c1cccs1 (stereo not drawn)	-1	0.9	7	/	9	0	/	0	-2
C/C(=N\Nc1cccc(C(=O)O)c1)c1ccc2c(c1)Nc1ccccc1S2	-1	3.1	-11	-10	-2	5	-13	2	8
COc1ccc(/C=N/NC(=O)Cn2cc(C(F)(F)F)ccc2=O)cc1	-5	1.8	-12	3	-15	2	-3	-5	5
Cc1cc(/C(N)=N/OC(=O)c2ccc(Cl)cc2)no1	-2	0.3	-15	-7	-12	0	-13	7	13
O=C(c1ccccc1-n1cccc1)N1N=C(C(F)F)CC1(O)C(F)F (stereo not drawn)	-8	0.3	11	0	2	1	-14	-12	-13
O=[N+]([O-])c1ccc(CS(=O)Cc2ccccc2)cc1 (stereo not drawn)	-6	0.6	-14	/	-13	1	/	1	5
Cc1ccc(NC(=O)CC[C@H]2O[C@@H](n3cnc4c(NC(=O)c5ccccc5)ncnc43)[C@H](O)[C@@H]2O)cc1C	-3	1.3	-2	/	-14	2	/	-5	-7
COc1cc(OC)cc(C(=O)Nc2ccc(CN3CCCCC3)cc2)c1	-8	0.8	5	-2	-13	0	-12	0	-1
Cc1cccc(OCC(=O)NCc2nc(-c3ccccc3)no2)c1	-4	0.7	-4	-8	-1	2	-1	-8	4
CC(=O)C(Cc1ccccc1)NC(=O)COc1ccc2c(c1)OCO2 (stereo not drawn)	-2	1.0	-15	-9	-18	2	-6	-7	10
C=CCSc1nc2ccccc2c(=O)[nH]1	-4	0.2	-27	-1	-4	1	8	-9	20
Cc1c(C(=O)Nc2ccc(F)cc2)sc2ncn(CC(=O)N3CCCCC3)c(=O)c12	4	4.2	-12	-10	-8	6	-13	-8	7
Cc1cc(C)c(C)c(S(=O)(=O)N2CCC(C(=O)NNC(=O)c3ccccc3O)CC2)c1C	3	1.6	-8	-8	5	7	-28	-11	9
COc1ccc(F)cc1-c1cc(NC(C)=O)c2ncc(-c3cccc(C(F)(F)F)c3)n2c1	0	-0.1	-1	/	-11	-1	/	-8	1
C/C(N)=C(/C#N)C(=O)COC(=O)c1cc(-c2ccc(Br)cc2)nc2ccccc12	1&-8	0.5&0.7	-4&-8	7	-13&-7	1&1	-6	5&-3	4&9
Cc1cccc(NC(=O)CSc2nnc(CNC(=O)c3ccc(S(=O)(=O)N(C)C)cc3)n2-c2ccccc2)c1	-7	-0.1	7	2	-2	-1	-12	6	0
O=C(Nn1cnc2ccccc2c1=O)c1ccc(Br)cc1	-4	0.7	-19	-12	-3	1	-13	-9	11
COc1ccccc1CCC(=O)OCC(=O)c1c(N)n(CC(C)C)c(=O)n(C)c1=O	1	17*	31	-16	14	21	18	13	-14
COc1ccccc1NC(=O)/C(=C\c1cccs1)NC(=O)c1ccco1	-2	1.6	-7	3	-5	3	-13	4	5
COc1ccccc1-n1cnc2cc(C(=O)NCc3ccco3)ccc21	0	0.5	-38	-9	-4	2	-25	5	5
CCOc1cc(N2CCOCC2)c(OCC)cc1NS(=O)(=O)c1cc(NC(C)=O)ccc1OC	-5	1.2	-6	-4	-19	1	-9	-1	12
O=C(Nc1ccc(Br)c(Cl)c1)C1CC1	-3	0.4	5	-3	4	1	-5	-1	-3
CCN1C(=NCCN2CCOCC2)N[C@@H](c2ccccc2)C(C(=O)OC)=C1C	-10	-0.6	5	-4	26*	1	-12	5	-10
Cc1ccccc1NC(=S)NC1CCN(Cc2ccccc2)CC1	-7	0.1	-11	0	-5	1	-12	-13	4
CCc1c(C)sc(NC(=O)OC)c1C(=O)N1CCOCC1	-5	0.2	-2	-7	-4	0	-5	-2	4
CCOC(=O)CSc1nc(C)c(Oc2ccc(Cl)cc2Cl)c(=O)[nH]1	-2	1.0	-40	-2	-21	-1	-18	1	10
O=C(Nc1cc(Cl)ccc1Oc1ccccc1)c1ccc(F)cc1	-8	-0.8	-7	-1	-6	-2	-48	-23	-2
O=c1c(Cc2ccc(F)cc2)c(O)ccn1CCc1ccccn1	0	0.4	-13	-14	-13	2	-11	-2	13
COc1cccc(CNC(=O)C2CCN(C(=O)N3CC(C)Oc4ccccc43)CC2)c1 (stereo not drawn)	-3	4.3	26	-4	11	20	0	2	-18
CCCCN1C(=O)C(CC(=O)NC2CCCCC2)CC(C(=O)N2CCOCC2)=C1C (stereo not drawn)	-6	0.9	-5	/	8	0	/	-10	6
O=[N+]([O-])c1ccc(O)c(/C=N/NC2=NS(=O)(=O)c3ccccc32)c1	-7	0.2	-5	-7	-6	0	3	-11	10
Cc1cc2cccc(C)c2nc1SCC(=O)NCC1CCCO1 (stereo not drawn)	-10	0.0	-5	-7	-4	1	-18	10	10
Cc1c(NC(=O)COC(=O)c2ccc(O)cc2)c(=O)n(-c2ccccc2)n1C	-5	0.5	-5	-4	-10	0	-2	1	4
CCCCc1ccc(S(=O)(=O)Nc2nnc(C)s2)cc1	-2	0.7	-3	-12	-2	2	-8	-8	1
COC(=O)c1ccccc1NC(=O)CSc1n[nH]c(C)n1	-2	0.1	-12	2	-9	0	-12	-9	8
O=C(Cn1c(=S)[nH]c2ccccc2c1=O)NCCc1ccccc1	-1	0.6	-11	-1	-5	1	-10	-1	8
Cn1c(SCc2cc(=O)[nH]c3ccccc23)nnc1-c1ccco1	1	0.6	-15	-18	-7	1	-4	-3	10
O=c1oc(C2(O)CCCCC2)cc2ccccc12	-5	-0.1	-2	-7	15	2	0	-1	4
C[C@@H]1CN([C@H](C)CO)C(=O)c2cccc(NC(=O)Nc3ccc(C(F)(F)F)cc3)c2O[C@H]1CN(C)S(=O)(=O)c1cccs1	0	6.9	14	-7	-19	20	-5	17	-10
COCCCNC(=O)/C=C/c1cccc(Cl)c1	0	-0.1	-6	0	-5	2	-2	-5	2
CCCCN(CC)C(=O)Cn1ncc2c1-c1cc(C)ccc1OC2	-2	0.8	-12	-2	-2	3	-15	-4	8
Cc1ccc(CNc2nc(NC(C)C)nc3ccsc23)c(C)c1	0	1.6	-6	/	-8	3	/	5	10
CC(=O)c1ccc2c(c1)N(CCCN1CCC(CCO)CC1)c1ccccc1S2	-7	0.5	-20	-5	3	5	-19	-6	-14
CCCOP(=O)(OCCC)C(Nc1cccc(C(F)(F)F)c1)c1ccc(C)cc1 (stereo not drawn)	-5	3.9	-8	-3	-18	-1	-39	-18	-3
CN1CCc2c(OCC(=O)N3CCCc4ccccc43)cccc2C1=O	-2	4.1	-4	-7	0	10	3	-8	5
Cc1c(N2C(=O)CSC2c2ccc([N+](=O)[O-])cc2)c(=O)n(-c2ccccc2)n1C (stereo not drawn)	-3	0.8	-8	-10	-12	0	-19	11	7
Cc1cccc(C(=O)N2CCNC(=O)C2CC(=O)Nc2cccc(Cl)c2)c1 (stereo not drawn)	-5	0.1	2	2	-11	0	-13	-3	-1
CCCNC(=O)C[C@@H]1C[C@@H]2c3cc(NS(=O)(=O)c4ccc(OC)cc4)ccc3O[C@@H]2[C@@H](CO)O1	-3	0.3	-6	/	-15	0	/	-16	2
CNc1cncc(-c2ccc(F)cc2F)n1	-2	0.4	-9	/	2	0	/	-15	10

M1 ag, what is marked active above
SMILES	M1 ag	M1 antag	OXTR potentiator	M4 ag	CHRM4 antagonist	M1 PAM
COc1ccc(C)cc1-n1nnnc1SCc1nc2ccccc2c(=O)[nH]1	16*	-6	-7	3	2	11

New compounds follow:
SMILES	M1 ag	CHO-K1 Ca ag	M1 antag	OXTR potentiator	CHO-K1 Ca antag	M4 ag	CHO parental Ca	CHRM4 antagonist	M1 PAM
C[C@@H]1COC(=O)[C@H](Cc2ccc(F)cc2)C/C=C\C[C@@H](CC(=O)N[C@H](CO)Cc2ccccc2)C(=O)N1	-6	-0.3	1	0	-7	-1	-7	13	-2
C/C(=N/NS(=O)(=O)c1ccc(C)cc1C)c1ccc2c(c1)OCO2	0	-0.5	-12	-14	10	0	-8	-2	16
Cc1[nH]nc2c1C(c1ccc(F)cc1)C1=C(CC(C)(C)CC1=O)N2 (stereo not drawn)	-3	0.3	-11	-2	6	1	-5	7	11
COc1ccc(N=Cc2c(C)[nH][nH]c2=O)cc1	-3	-0.2	6	2	8	1	-1	0	-4
CN(Cc1cn(C)nc1-c1ccccc1F)CC1CCCCO1 (stereo not drawn)	-5	0.5	-2	-6	-15	0	-1	16	0

Pulled by compound from the list above:
SMILES	M1 ag	CHO-K1 Ca ag	M1 antag	OXTR potentiator	CHO-K1 Ca antag	M4 ag	CHO parental Ca	CHRM4 antagonist	M1 PAM
C[C@@H]1COC(=O)[C@H](Cc2ccc(F)cc2)C/C=C\C[C@@H](CC(=O)N[C@H](CO)Cc2ccccc2)C(=O)N1	-6	-0.3	1	0	-7	-1	-7	13	-2
COc1ccc(N=Cc2c(C)[nH][nH]c2=O)cc1	-3	-0.2	6	2	8	1	-1	0	-4
